# Source: PubChem (several laboratories)
# ERb SRC1 inh = blocks coactivator binding to human estrogen receptor beta. TR-FRET ER-beta LBD / SRC1-Cy5 peptide binding; receptor agonist-loaded with 1 µM estradiol. inhibition, % at 25.6 µM. 86,000 tested, 1.3% active;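 active = compounds whose percent inhibition of the receptor-coactivator binding signal exceeds about 50% in the single-dose screen, limit read from the data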;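 note: 0% = receptor plus peptide wells without compound and 100% = peptide-only wells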
# Target sequence (Q92731 whole entry, looked up, the tested form may be a part): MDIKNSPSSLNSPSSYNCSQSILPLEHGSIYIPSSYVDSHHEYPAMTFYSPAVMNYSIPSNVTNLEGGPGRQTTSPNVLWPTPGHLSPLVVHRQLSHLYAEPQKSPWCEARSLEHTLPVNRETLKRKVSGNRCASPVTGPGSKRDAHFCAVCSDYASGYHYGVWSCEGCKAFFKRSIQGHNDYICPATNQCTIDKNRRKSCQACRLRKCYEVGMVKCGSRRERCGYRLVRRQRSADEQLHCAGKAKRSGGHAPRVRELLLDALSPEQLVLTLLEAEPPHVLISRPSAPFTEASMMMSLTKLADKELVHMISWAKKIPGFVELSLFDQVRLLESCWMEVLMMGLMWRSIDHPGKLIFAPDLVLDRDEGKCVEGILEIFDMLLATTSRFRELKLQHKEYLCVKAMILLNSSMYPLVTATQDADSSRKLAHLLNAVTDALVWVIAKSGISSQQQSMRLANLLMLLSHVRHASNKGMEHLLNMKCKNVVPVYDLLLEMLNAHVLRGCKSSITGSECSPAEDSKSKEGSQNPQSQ
# Calb biofilm kill = kills Candida albicans biofilms. C. albicans biofilm + clotrimazole, Alamar Blue. inhibition, % at 6 µM. 85,000 tested, 0.14% active;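 active = inhibition above 20%; inactive = inhibition below 20%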;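 note: preformed 24 hr biofilms exposed to compound for 48 hr; 0% = biofilm without compound and 100% = blank killed by clotrimazole plus chlorhexidine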
# Lung fibro prol = blocks proliferation of human lung fibroblasts. LL 47 human lung fibroblast viability, ATP luminescence; stronger effect = lower value. AID 719. viability, % at 10 µM. 85,000 tested, 1.1% active;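 active = viability at or below 50% in the single dose screen; inactive = viability above 50%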;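 note: compound exposure lasted 72 h before the ATP readout; 100% = median luminescence of untreated cell-only wells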
#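 test system = LL 47 human lung fibroblasts | amount = 1,150 fibroblasts seeded per well | medium = 15% FBS in IMEM | times = overnight cell rest, 72 h compound treatment at 37 °C | measured by = CellTiter-Glo luminescence measuring cellular ATP | read-out = viability percentage against median untreated-cell control | benchmarks = cell-only wells, no compound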
# sEH activator = increases human soluble epoxide hydrolase activity; purified human sEH enzymatic activity, activator screen; activation, % at 2 µM; 91,000 tested, 0.04% active; AID 717; in the data active = activation above about 37%; note: values of inactives mirror those of a sister screen read the other way
# Target sequence (P34913 whole entry, looked up): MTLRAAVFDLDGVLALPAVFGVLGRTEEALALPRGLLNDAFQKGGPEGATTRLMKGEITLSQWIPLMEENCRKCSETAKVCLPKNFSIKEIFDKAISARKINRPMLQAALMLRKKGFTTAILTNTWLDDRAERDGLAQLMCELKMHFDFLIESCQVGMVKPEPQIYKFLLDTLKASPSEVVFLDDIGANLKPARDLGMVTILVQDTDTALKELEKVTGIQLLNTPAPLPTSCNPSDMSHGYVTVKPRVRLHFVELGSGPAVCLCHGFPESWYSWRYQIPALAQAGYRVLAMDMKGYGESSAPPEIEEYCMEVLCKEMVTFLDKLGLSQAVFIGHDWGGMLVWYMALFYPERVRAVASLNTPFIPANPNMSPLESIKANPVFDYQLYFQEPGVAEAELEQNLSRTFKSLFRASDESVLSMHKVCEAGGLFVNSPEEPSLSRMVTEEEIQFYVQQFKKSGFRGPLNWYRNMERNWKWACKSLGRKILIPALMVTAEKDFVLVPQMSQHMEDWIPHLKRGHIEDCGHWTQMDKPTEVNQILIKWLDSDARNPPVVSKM
# H69AR inhibit = blocks growth of human H69AR lung tumor cells; viability, % at 10 µM; AID 598; H69AR lung tumor viability, ATP luminescence, 72 h; stronger effect = lower value; 85,000 tested, 6% active;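 active = viability at or below 40%; inactive = viability above 40%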;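 note: multidrug resistant small cell line overexpressing MRP-1 efflux transporter; 100% = mean luminescence of untreated control wells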
# Smad3 FoxH1 inh = blocks human Smad3 binding to FoxH1 peptide | P84022 | TR-FRET Smad3/Dy647-FoxH1 peptide binding, europium anti-His | inhibition, % at 25 µM | 88,000 tested, 0.29% active;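 active = compounds that reduce the energy-transfer binding signal between the protein and its labelled peptide by more than half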;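 note: 0% = Smad3 plus labelled peptide maximal FRET and 100% = peptide-only background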
# HUVEC prolif 384 = inhibitors of human endothelial cell proliferation; viability, % at 10 µM (by protocol); HUVEC proliferation, CellTiter-Glo luminescence, 72 h; stronger effect = lower value; 86,000 tested, 1.1% active;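 active = viability at or below 30%; inactive = viability above 30%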;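 note: 100% = median luminescence of DMSO-only cell control wells on each plate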
# ERa coact inh = blocks coactivator binding to human estrogen receptor alpha. 86,000 tested, 1.7% active. TR-FRET ER-alpha LBD / SRC-1 peptide, estradiol-bound. inhibition, % at 25.6 µM. P03372; in the data active = inhibition above about 50%;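 note: 0% = receptor plus peptide control and 100% = peptide only without receptor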
# ERa coact pot = enhances coactivator binding to human estrogen receptor alpha | P03372 | TR-FRET ERalpha-LBD/SRC-Cy5 coactivator binding, 2 h; 100 = basal binding, no effect | coactivator binding (% of control), % at 25.6 µM | 86,000 tested, 1.3% active; in the data active = activity above about 200%;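 note: binding measured in presence of low estradiol as agonist stimulus; 0% = peptide alone without receptor and 100% = receptor with peptide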
# An asterisk follows results filed as active; · = no result given; [ ] = dose if it differs, or a comment. An excerpt; count on the stated rates, not on these rows.
No.	SMILES	ERb SRC1 inh	Calb biofilm kill	Lung fibro prol	sEH activator	H69AR inhibit	Smad3 FoxH1 inh	HUVEC prolif 384	ERa coact inh	ERa coact pot
1	O=C(O)COc1ccc(NC(=O)c2cccs2)cc1	-25.7	5.7	92.2	-7.8	89.8	7.3	88.5	-30.9	105.0
2	COC(=O)c1ccccc1NC(=O)CSc1nnc(-c2cccc(NC(C)=O)c2)n1C	2.1[fluorescence artefact?]	7.4	102.0	9.0	91.7	0.7	89.3	8.7[fluorescence artefact?]	106.9
3	CCCCSCCCNC(=O)Nc1cccc(OC)c1	5.0	8.4	100.9	-68.9	90.1	-11.6	97.8	5.3	85.0
4	CCOC(=O)c1cnc(C(C)(C)C)[nH]c1=O	-2.3	8.0	107.5	7.4	98.3	-3.2	97.5	-6.9	98.1
5	CC1(C)CC(=O)C=C(N2CCNCC2)C1	2.9	0.9	104.3	-5.9	99.0	-2.2	94.6	-15.1	96.6
6	Cn1nnnc1SCC(=O)Nc1ccccc1-c1ccccc1	-6.9	-2.0	99.6	9.1	96.3	5.1	110.6	-5.5	100.1
7	CCOc1cc(C#N)c(NC(=O)c2ccnn2C)cc1OCC	14.7	7.1	97.2	·	82.6	5.8	111.3	8.3	99.4[fluorescence artefact?]
8	N#Cc1c2n(c3c(=O)[nH]cnc13)CCCC2	-3.8[fluorescence artefact?]	8.0	107.3	7.1	112.3	3.8	90.1	4.7[fluorescence artefact?]	103.9
9	CCOC(=O)C1CCCN(C(=O)c2cnn3c(C(F)F)cc(-c4ccc(C)cc4)nc23)C1 (stereo not drawn)	2.1	6.9	103.3	·	67.4	10.4	100.9	4.8	88.7
10	CC1=C(C(=O)Nc2ccccn2)C(c2ccc(Br)cc2)n2ncnc2N1 (stereo not drawn)	0.7	4.1	·	·	99.6	-16.6	90.8	-27.7[fluorescence artefact?]	89.3
11	O=C(O)c1ccc2nc(C(F)(F)F)[nH]c2c1	38.8	6.2	96.0	·	94.8	13.0[fluorescence artefact?]	87.3	17.2	96.4
12	COc1ccc(S(=O)(=O)N2CCCC(C(=O)NCc3ccccn3)C2)cc1Cl (stereo not drawn)	-5.8	-1.3	103.4	-3.2	87.2	0.1	109.0	-16.4	108.7
13	Cc1nc2ccc(S(=O)(=O)NCC(=O)N3CCC(C)CC3)cc2s1	7.8	9.6	97.9	-2.2	111.4	5.9	102.5	0.8	98.7
14	O=C(Nc1nc2c(s1)CCc1ccccc1-2)c1ccco1	5.0	1.4	103.6	-0.9	74.7	4.3	83.2	-5.7	93.0
15	O=C(N/N=C1\CCCc2ccccc21)c1ccc([N+](=O)[O-])cc1Cl	-3.9	0.9	106.0	-4.5	76.4	-10.7	103.5	5.1	89.5
16	CCC(C(=O)OCCN(CC)CC)c1ccccc1 (stereo not drawn)	3.3[fluorescence artefact?]	8.0	101.6	·	92.4	4.0	104.8	-7.1	111.2
17	CS(=O)(=O)N(CC(=O)NCc1ccc2c(c1)OCO2)c1ccccc1	1.2	10.8	99.6	3.6	88.3	-12.3	103.8	0.3	108.1[fluorescence artefact?]
18	Cc1cccc(CN2CCN(CC(=O)O)C2=O)c1	0.2	3.5	104.2	·	99.8	-1.4	89.5	-5.8	112.2
19	CN(C)c1ccc(C2CC(=O)NC3=C2C(=O)CC(C)(C)C3)cc1 (stereo not drawn)	4.3	5.2	97.4	11.3	103.3	12.8	86.4	0.1	120.5
20	COc1cccc(C(c2sc3ncnn3c2O)N2CCc3ccccc3C2)c1 (stereo not drawn)	-7.2[fluorescence artefact?]	-18.3	96.6	2.5	92.9	-8.1	97.2	-4.2	88.8
21	COc1cccc(CNC(=O)C2CCCN(S(C)(=O)=O)C2)c1 (stereo not drawn)	-2.8[fluorescence artefact?]	6.2	98.2	·	93.8	-1.1	107.6	-0.8[fluorescence artefact?]	139.6[fluorescence artefact?]
22	COc1ccc(C(=N/O)/C(=N/O)c2ccc(OC)cc2)cc1	7.4[fluorescence artefact?]	2.8	87.7	8.1	103.2	-0.6	91.5	7.3	103.6
23	O=C(CCCNS(=O)(=O)c1cccs1)N1CCc2ccccc2C1	4.4	-1.1	104.0	·	95.9	-5.2	106.1	5.6	96.2
24	Nc1nc(C(=O)N2CCOCC2)nn1S(=O)(=O)c1ccc(Cl)cc1	-4.9	7.0	99.6	1.2	101.6	3.6	100.9	-7.2	124.4[fluorescence artefact?]
25	CC(C)C(=O)Nc1ncc2c(n1)CC(c1cccs1)CC2=O (stereo not drawn)	-4.3	3.8	99.4	-22.5	73.8	9.2	95.1	-6.7	114.4
26	COc1ccc(C2(CNC(=O)c3ccc(Br)o3)CCOCC2)cc1	-14.3	0.1	93.5	7.8	86.1	1.8	94.2	-16.6	105.5[fluorescence artefact?]
27	Cc1cccc2nc(Cn3c(=O)n(CCC(=O)NCc4ccco4)c(=O)c4ccccc43)cc(=O)n12	1.2	-0.5	96.3	·	107.5	-8.7	98.6	-2.2[fluorescence artefact?]	97.3
28	COc1cc(O)c(C(C)=O)cc1OC	-3.7	5.5	102.5	-5.1	95.7	-5.7	97.6	-7.1	101.8[fluorescence artefact?]
29	CCOc1ccc(NC(=O)CSc2nnc(COc3c(C)cccc3C)o2)cc1	0.1	3.2	107.8	3.8	96.9	-10.5	94.3	-4.6	96.0
30	CCCc1cc(=O)oc2cc(C)c3c(C)coc3c12	9.8[fluorescence artefact?]	-7.0	·	-11.1	75.2	1.9	93.4	-1.1	139.9

# Profiles from above:
# Profile of `Cc1nc2ccc(S(=O)(=O)NCC(=O)N3CCC(C)CC3)cc2s1` = ERb SRC1 inh: 7.8; Calb biofilm kill: 9.6; Lung fibro prol: 97.9; sEH activator: -2.2; H69AR inhibit: 111.4; Smad3 FoxH1 inh: 5.9; HUVEC prolif 384: 102.5; ERa coact inh: 0.8; ERa coact pot: 98.7
# Profile of `COc1cccc(C(c2sc3ncnn3c2O)N2CCc3ccccc3C2)c1` (stereo not drawn) = ERb SRC1 inh: -7.2[fluorescence artefact?]; Calb biofilm kill: -18.3; Lung fibro prol: 96.6; sEH activator: 2.5; H69AR inhibit: 92.9; Smad3 FoxH1 inh: -8.1; HUVEC prolif 384: 97.2; ERa coact inh: -4.2; ERa coact pot: 88.8

# Look-ups from above:
# no. 4 @ ERb SRC1 inh: -2.3
# no. 14 @ sEH activator: -0.9

# The listing continues.
No.	SMILES	ERb SRC1 inh	Calb biofilm kill	Lung fibro prol	sEH activator	H69AR inhibit	Smad3 FoxH1 inh	HUVEC prolif 384	ERa coact inh	ERa coact pot
31	O=C(CC1(O)C(=O)N(CCc2ccccc2)c2ccccc21)c1ccco1 (stereo not drawn)	8.0	8.6	89.2	·	50.9	4.6	100.0	2.0	77.3
32	COC(=O)c1c(-n2cnnn2)sc(C)c1C	-4.4	-4.2	97.2	·	88.8	-8.1	107.8	0.7	111.4
33	CCSc1nsc(SCC)c1C(N)=O	-6.3[fluorescence artefact?]	8.0	109.3	·	95.0	4.7	106.7	-3.3	119.2[fluorescence artefact?]
34	Cc1cccc2cc(CN(CC3CCCO3)C(=O)c3cnccn3)c(=O)[nH]c12 (stereo not drawn)	-1.2	1.2	95.6	3.8	103.0	-7.8	100.9	-1.2	96.2
35	CCOCCN(C(=O)COC)c1cccc(OC)c1	0.7	11.8	105.5	18.8	100.2	-9.7	98.9	-1.8	112.9
36	OC(CNCc1ccco1)COc1ccccc1 (stereo not drawn)	-7.7	4.2	101.2	·	102.3	5.5	89.9	-8.9	131.2
37	CC(C)(C)C(=O)Nc1ccc(C(=O)OC2CCCCC2)cc1	-0.1	-4.2	69.4	-3.4	51.2	-0.9	64.3	-2.8	98.2
38	Cc1cc(NC(=O)c2cccc(S(=O)(=O)N3CCCC3)c2)no1	-26.1	4.3	92.5	-12.2	95.6	4.6	103.6	-33.0	119.2
39	CC(=O)C1=C(C)NC(=O)NC1c1cc(Br)ccc1OCC#N (stereo not drawn)	-0.8	1.4	96.9	5.8	97.1	5.3	87.8	-10.9	109.2
40	COc1ccc(C(=O)NCCn2cc(SCC(=O)N3CCOCC3)c3ccccc32)cc1	-3.7[fluorescence artefact?]	-1.7	106.9	-14.6	106.6	-14.5	93.2	-1.6[fluorescence artefact?]	99.4
41	CC(=O)Nc1ccc(NC(=O)CSc2nnc(-c3ccccc3)n2Cc2ccc3c(c2)OCO3)cc1	-4.1[fluorescence artefact?]	5.8	96.7	-42.7	45.0	-6.1	90.7	13.4	88.8
42	O=C(ONc1ccc(N=NC(=O)c2ccccc2O)cc1)c1ccccc1	26.8	7.0	70.1	3.8	11.6*	-2.9	36.5	14.9	173.2[fluorescence artefact?]
43	CC1(C)CC(=O)c2cnc(N)nc2C1	5.4	7.8	96.4	19.5	98.9	-11.7	84.6	12.2	79.8
44	Cc1cccc(OCCCC(=O)Nc2ccc(S(=O)(=O)N3CCCC3)cc2)c1	-0.7	-0.4	98.6	-62.7	89.2	7.9	102.0	-2.8	94.6
45	COc1ccc(C(CC(=O)O)NC(=O)C2CCCCC2)cc1 (stereo not drawn)	16.0	5.3	103.7	14.3	95.0	-5.2	94.8	12.1	109.4
46	N#Cc1nc(COc2ccccc2)oc1N1CCCCCC1	-1.6[fluorescence artefact?]	6.9	91.0	·	88.4	-7.5	110.0	6.9[fluorescence artefact?]	93.3[fluorescence artefact?]
47	CCOc1ccccc1C1C(C#N)=C(SCC(=O)OC)NC(=O)C1C(=O)OC (stereo not drawn)	84.9*[fluorescence artefact?]	·	100.0	9.2	87.6	-7.0	96.8	-4.7	107.4
48	COc1ccccc1NC(=O)C1=C(C)Nc2nc(CCCO)nn2C1c1ccc2c(c1)OCO2 (stereo not drawn)	-22.9	0.8	96.5	-8.0	72.6	4.4	93.0	-10.1	98.9
49	COC(=O)NC1CCS(=O)(=O)C1 (stereo not drawn)	6.8	2.6	108.2	-10.0	95.6	-14.7	98.2	8.3	99.1[fluorescence artefact?]
50	CC(=O)Nc1nnc(C)s1	-4.7	16.1	100.1	-12.4	100.7	-5.0	91.4	-13.5	117.3
51	CC1(C)CC(=O)C2=C(C1)N(c1ccccc1C#N)C(N)=C(C#N)C2c1cccs1 (stereo not drawn)	-14.4	3.7	91.9	-0.3	47.1	-0.8	90.7	1.1	110.2
52	CCOC(=O)N1CCC(N2CCN(c3cc(C)ccc3C)CC2)CC1	-10.1	-2.5	99.0	5.1	101.6	-11.2	104.0	-2.1	125.1
53	Cn1c(=O)c2cc(S(=O)(=O)N3CCOCC3)ccc2n(C)c1=O	-1.1	6.0	105.4	-3.6	99.1	4.6	89.8	21.2	107.3
54	N#CCOc1nc(N2CCOCC2)nc(N2CCOCC2)n1	0.6	4.4	89.7	7.6	84.6	-3.0	105.0	-4.4	88.8
55	CC(C)c1nc2n[nH]c(N)c2c2c1CCCC2	-16.3	3.6	94.2	0.7	91.5	1.7	93.2	-2.4	105.4
56	Oc1ccc(-c2[nH]ncc2-c2ccc(Cl)cc2)c(O)c1	2.0	2.8	88.0	-16.1	98.6	-7.4	55.7	3.2	60.0
57	CC1(C)CNC(=O)c2sc(N3CCCCC3)nc2C1	-1.6	2.9	104.6	-10.4	97.6	-7.4[fluorescence artefact?]	98.1	-2.5	98.9[fluorescence artefact?]
58	Cc1cc(Cl)ccc1NC(=O)Nc1c(C)n(-c2ccccc2)c(=O)n1C	-4.4	6.8	92.3	14.9	95.9	25.0	80.1	-15.1	107.3
59	COc1ccc(S(=O)(=O)N2CCSC2c2ccc(OC)c(OC)c2)cc1 (stereo not drawn)	-7.5	0.3	99.7	·	85.2	-14.5	113.9	-6.8	96.1[fluorescence artefact?]
60	CC(=O)NCCc1ccc(S(=O)(=O)N2CCOCC2)cc1	-5.3	5.8	103.5	-18.6	94.7	4.5	86.7	-3.7	119.8
61	CCCc1cc(C(=O)Nc2cccnc2)no1	-8.6	-0.5	95.7	-6.2	94.3	-5.0	94.4	-3.6	113.0
